SUMO1 PPI mod = alters human SUMO1 binding to SIM partners. P63165. SUMO1 binding to a labelled peptide, TR-FRET, 1 h. inhibition, % at 20 µM. actives 0.33% (n = 360,000); in the data active = inhibition above about 37%
Target sequence (P63165 whole entry, looked up): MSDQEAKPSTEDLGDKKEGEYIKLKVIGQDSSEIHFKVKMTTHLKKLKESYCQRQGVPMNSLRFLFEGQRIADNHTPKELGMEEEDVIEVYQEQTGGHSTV
CSN deneddyl inh = CSN deneddylation inhibition. inhibition, % at 12.5 µM. Purified CSN, SCF-Nedd8-OG deneddylation, fluorescence polarization. actives 0.38% (n = 360,000);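 active = pattern-corrected inhibition above about 35%, with an unprinted fluorescence ratio check between 0.5 and 1.5, limit read from the data, passing the limit was not always enough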;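 also: 0% = enzyme with substrate and 100% = substrate without enzyme; some results filed as inactive read as strong as hits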
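Assay system: purified human Csn5 enzyme expressed in HEK293T cells; Input: 0.24 nM Csn5 enzyme, final concentration; Reagent: 10 nM SCFSkp2-Nedd8OG; Compound dosing: 12.5 µM single point; Times: reaction 90 min, room temperature; Technique: fluorescence polarization readout.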
Rpn11 block = blocks the human proteasome subunit Rpn11; O00487; human 26S proteasome, Ub4-pepOG fluorescence polarization; 20S core pre-blocked with epoxomicin; calls only at 20 µM; actives 0.59% (n = 360,000);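 active = inhibition at 20 µM, scaled to each plate's controls, above about 33%, limit read from the data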
Target sequence (O00487 whole entry, looked up): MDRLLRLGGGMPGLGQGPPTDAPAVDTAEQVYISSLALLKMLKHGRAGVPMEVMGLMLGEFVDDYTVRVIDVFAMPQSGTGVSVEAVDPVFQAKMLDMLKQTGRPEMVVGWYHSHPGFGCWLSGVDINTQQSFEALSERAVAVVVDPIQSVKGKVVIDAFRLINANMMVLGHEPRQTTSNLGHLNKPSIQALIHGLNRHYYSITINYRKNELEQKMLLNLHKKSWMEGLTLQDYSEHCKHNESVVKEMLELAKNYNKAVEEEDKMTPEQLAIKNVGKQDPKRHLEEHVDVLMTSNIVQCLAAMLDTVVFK
DNMT1 inh = inhibitors of human DNMT1; P26358; DNMT1 molecular beacon, Hinp1I cleavage, fluorescence; inhibition (reported as % activation of signal), % at 10 µM; actives 0.83% (n = 360,000); AID 588458; in the data active = inhibition above about 50%
STEP inh = STEP (human) phosphatase inhibition; P54829; recombinant STEP, OMFP fluorogenic substrate, fluorescence; inhibition, % at 20 µM; actives 0.25% (n = 360,000); AID 588621;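 active = inhibition at 20 µM, scaled per plate between control wells, above about 37%, limit read from the data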;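 also: 0% = DMSO with enzyme and substrate and 100% = substrate only without enzyme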
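medium = Bis-Tris buffer pH 6.0, 2.5 mM DTT, 0.005% Tween 20 | test system = STEP (striatal-enriched tyrosine phosphatase) enzyme, cell-free | measure = normalized % inhibition | compound dosing = 20 µM, 1% DMSO | also added = 25 µM OMFP | schedule = reaction 20 min, ambient temperature | measured by = fluorescence read at 480 nm ex / 540 nm em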
TbMetRS inhib = blocks T. brucei methionyl-tRNA synthetase activity. inhibition, % at 11.9 µM. purified T. brucei MetRS, ATP depletion, Kinase-Glo luminescence. actives 0.4% (n = 360,000);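 active = inhibition above a per-plate cutoff of the control wells' mean inhibition plus 3 SD, cut at about 5.5% in these data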;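 also: 0% = DMSO wells median and 100% = median of wells with control inhibitor compound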
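Material: T. brucei methionyl-tRNA synthetase, purified; reagent: substrates ATP, L-methionine and bulk Escherichia coli tRNA; dosing: 11.9 µM single point; timing: 15 min plus 2 h at 25 °C; detection: luminescence of leftover ATP; evaluation: % inhibition; control set: DMSO-only wells as low control; replicates: singlicate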
LMPTP inh = blocks human LMPTP phosphatase | P24666 | recombinant LMPTP-A, OMFP fluorogenic substrate, fluorescence intensity | inhibition, % at 20 µM | actives 0.22% (n = 360,000) | AID 651560;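 active = compounds that cut the enzyme signal by at least half of the control window in the single-dose screen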;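 also: plate controls were DMSO wells with enzyme plus substrate for no effect and substrate without enzyme for full effect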
Target sequence (P24666 whole entry, looked up): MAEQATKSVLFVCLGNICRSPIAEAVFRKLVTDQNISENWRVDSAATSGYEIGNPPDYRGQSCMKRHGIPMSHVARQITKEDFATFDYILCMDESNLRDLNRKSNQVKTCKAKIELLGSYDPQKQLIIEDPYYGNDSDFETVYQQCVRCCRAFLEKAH
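Test system: LMPTP-A phosphatase enzyme. Amount: LMPTP-A at 0.625 nM final in the reaction. Reagent: OMFP substrate, 400 µM final. Times: 50 min at room temperature. Signal: endpoint fluorescence intensity from OMFP dephosphorylation. Read-out basis: % inhibition. Benchmarks: no-enzyme and uninhibited controls.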
Scp1 inh = blocks human Scp-1 phosphatase activity; Q9GZU7; Recombinant Scp1, phosphopeptide, malachite green phosphate absorbance; inhibition, % at 20 µM; actives 0.88% (n = 340,000); AID 493091;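 active = inhibition above about 50% at 20 µM, limit read from the data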;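 also: plate controls were DMSO wells with enzyme for no effect and wells lacking enzyme for full effect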
Target sequence (Q9GZU7 76-261 limits assumed): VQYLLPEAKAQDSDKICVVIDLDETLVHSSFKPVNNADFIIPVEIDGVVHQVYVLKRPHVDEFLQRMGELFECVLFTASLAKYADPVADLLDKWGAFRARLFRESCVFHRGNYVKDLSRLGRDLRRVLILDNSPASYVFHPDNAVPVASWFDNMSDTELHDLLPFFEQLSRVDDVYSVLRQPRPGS
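Assay system: SCP-1 catalytic fragment, aa 76-261 | Buffer or medium: Tris acetate buffer pH 5.5 with MgCl2 and Tween-20 | Compound: One concentration, 20 µM, with 1.0% DMSO | Also added: Phospho 17-mer peptide substrate | Signal: Absorbance at 630 nm | Incubation: 45 min enzyme reaction at room temperature | Measure: % inhibition of SCP-1 phosphate liberation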
NadD block = blocks S. aureus nicotinate mononucleotide adenylyltransferase | purified NadD enzyme, colorimetric absorbance read-out | inhibition, % at 20 µM | actives 0.78% (n = 360,000) | AID 602399; in the data active = inhibition above about 26%; also: some compounds past the cut are filed as inactive
PABP1 MLLE inh = inhibitors of microRNA-mediated deadenylation, human PABP1 MLLE binding; P11940; inhibition, % at 20 µM; actives 0.36% (n = 360,000); GST-MLLE / FITC-PAM2 fluorescence polarization; in the data active = inhibition above about 35%, passing the limit was not always enough;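 also: plate controls were DMSO wells with GST-MLLE for no effect and wells lacking GST-MLLE protein for full effect; some results filed as inactive read as strong as hits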
* marks the source's active call; other numbers are inactive results; i = inactive; x = not tested or not shown.

Compound,TbMetRS inhib,LMPTP inh,CSN deneddyl inh,Rpn11 block,Scp1 inh,DNMT1 inh,PABP1 MLLE inh,STEP inh,SUMO1 PPI mod,NadD block
CCOC(=O)C1CCN(CC(=O)Nc2c(C(=O)OC)[nH]c3cccc(C)c23)CC1,-0.2,-0.5,-1.2,i,-8.1,-0.3,20.7,2.5,0.4,7.0
O=[N+]([O-])c1cc2c(cc1[N+](=O)[O-])OCCOCCOCCOCCO2,0.1,-0.5,2.3,i,-4.0,-0.6,1.4,1.6,-19.6,-2.2
O=S(=O)(Nc1cccc(S(=O)(=O)N2CCOCC2)c1)c1ccc2c(c1)OCCO2,1.4,0.4,-6.7,i,-2.5,2.0,10.0,0.0,-1.2,-3.6
C=CCOc1ccc(/C=C/C(=O)OCC(=O)N2CCN(C(C)=O)CC2)cc1,-0.3,0.8,4.7,i,1.8,0.5,-14.4,-2.1,-9.0,0.6
CCCn1nc(C(=O)NNC(=O)c2ccc(OC(F)F)cc2)c2ccccc2c1=O,-0.4,-0.7,0.8,i,-7.7,1.7,-5.0,-0.4,-5.4,0.9
O=C(CN1C(=O)CCC1=O)NNc1ccc2ccccc2c1,0.2,0.6,-5.2,i,-11.8,-2.8,-1.4,-2.6,-7.1,6.8
O=C(Nc1c(F)cccc1F)C(c1ccccc1)c1ccccc1,0.4,1.1,2.8,i,0.3,2.4,2.7,-1.9,-6.9,-2.7
CC(C)N1CCC(=NNC(=O)c2ccc(Br)o2)CC1,-0.9,-1.2,4.1,i,-0.4,0.3,-1.4,-2.5,-2.5,1.8
CCCC(=O)Nc1ccc(C(=O)n2ccc(C)n2)cc1,-0.1,-1.7,-5.8,i,-11.7,-1.5,-4.3,6.2,-0.6,4.3
CC(=O)c1c(N(C)C)ccnc1C(F)(F)F,-0.4,-0.8,4.0,i,5.2,0.1,-3.0,-2.6,1.0,0.7
N#Cc1cccc(OC(=O)C2CCN(C(=O)c3ccc(F)cc3)CC2)c1,0.2,0.0,3.2,i,x,-0.3,-31.8,-3.0,-3.1,0.6
N#Cc1c(NC(=O)Cn2cnc3ccccc3c2=O)oc(-c2ccccc2)c1-c1ccccc1,-0.2,4.2,0.9,i,0.3,-7.0,-1.9,-3.0,36.8,16.9
CCOc1ccc(/C(O)=C2/C(=O)C(=O)N(CCOCCO)C2c2ccc(F)cc2)cc1 (stereo not drawn),-0.4,0.3,-3.6,i,-17.3,0.1,6.5,4.6,-7.9,3.6
Cc1nn(C(C)(C)C)c(N)c1-c1ccccc1,-0.4,-2.8,-6.3,i,-7.3,2.7,8.6,-2.4,-3.5,-3.9
Cc1ccc(NC(=O)CNCCCN2CCOCC2)cc1S(=O)(=O)N1CCCCC1,-0.8,-1.6,-5.2,i,-4.1,-0.9,6.3,-1.8,1.3,-6.7
CCOc1ccc(CCNC(=O)CCn2ccc3cc(S(=O)(=O)N4CCCC4)ccc32)cc1,-0.2,0.4,5.1,i,-9.6,-3.0,4.5,-3.5,3.1,-2.3
COc1ccc(Cc2nnc(NS(=O)(=O)c3ccc(Cl)cc3)s2)cc1OC,-1.1,3.0,-8.2,i,2.7,-3.5,20.6,2.3,5.5,5.2
Nc1ncc(Br)cc1S(=O)(=O)NCCC(=O)NCCc1ccc(Cl)cc1,-0.5,0.5,-0.7,i,-8.0,-3.1,-3.5,-2.5,1.4,-2.6
CCn1c(Cc2ccc(OC)cc2)nnc1SCC(=O)NC1CCCCC1,-1.3,-1.3,-5.2,i,27.9,5.3,3.4,-2.2,1.8,1.3
c1ccc(Nc2ccnc(Nc3ccccc3)n2)cc1,10.0*,1.7,-6.0,i,-6.2,3.0,11.4,1.3,6.0,-4.0
O=C(O)CCC1(CCC(=O)O)c2ccccc2-c2ccccc21,-0.7,-1.7,1.6,i,-5.7,1.8,0.6,1.0,6.4,-2.3
CC(C)(CO)N=C1NS(=O)(=O)c2cc([N+](=O)[O-])ccc21,-0.7,-2.2,-3.6,i,1.1,-1.7,2.4,1.4,-26.3,2.1
CC(=O)c1cccc(NC(=O)NNC(=O)CCC(=O)Nc2ccc(C)c(C)c2)c1,-0.1,-0.1,-8.6,i,-1.4,-0.3,-11.3,-3.8,1.5,1.3
Cn1nc(C(F)(F)F)c(CN2CC(C)(C)C2=O)c1N1CCOCC1,-0.9,-0.9,-2.4,i,-1.7,-3.8,-20.3,-1.6,1.3,0.8
Cn1cc(CN2CCN(CC(C)(C)C)C(CCO)C2)c2ccccc21 (stereo not drawn),-1.0,-0.4,-3.2,i,-5.0,-1.2,-16.6,-1.4,4.7,-7.3
CCN(CC)c1ccc(S(=O)(=O)N2CCOCC2)cc1NC(=O)COC(=O)c1ccco1,-0.3,0.2,4.8,i,-4.8,0.2,12.8,-1.8,5.7,-6.5
O=C(CSc1nc2ncccc2[nH]1)NCc1ccccc1,2.4,0.0,-0.6,i,3.1,3.4,-18.7,2.6,0.6,2.0
O=C(CNC(c1ccccc1)c1ccccc1)NCc1ccccc1Cl,-1.0,1.1,-3.4,i,-10.1,-2.0,-6.9,-0.9,-2.3,-3.6
CCCOc1ccc(-c2nnn(CC(=O)N3CCCC(C)C3)n2)cc1 (stereo not drawn),-0.3,0.2,0.8,i,-0.8,-2.3,-2.5,3.3,2.4,-1.1
COc1cnn(-c2cccc(Cl)c2)c(=O)c1Cl,-0.8,-0.9,-1.8,i,-13.6,3.4,-5.2,-0.4,-2.3,-14.8
COC(=O)C1=C(C(=O)OC)SC2(S1)C(C(=O)OC)=C(C(=O)OC)SC1=C2c2cc(C)ccc2NC1(C)C,-0.9,3.6,9.2,i,8.4,-0.5,23.9,3.7,-5.7,25.3
CCN(CC)CCN1CNC(=S)NC1,-0.2,-6.4,0.9,i,x,0.7,-115.8,2.2,-2.8,-5.8
Cc1cc(C)c(CN2CCC(n3nccc3NC(=O)C3CCCC3)CC2)cc1C,-0.2,-0.2,-4.9,i,1.8,2.2,2.5,0.5,-5.2,-3.3
CS(=O)(=O)NCCCNc1ccc(C(F)(F)F)cc1[N+](=O)[O-],-1.0,-0.8,3.7,i,-7.4,2.4,-2.7,-0.4,-40.4,-9.1
COc1ccc(NC(=O)N2CCCC(C(=O)Nc3ccccc3OC)C2)cc1 (stereo not drawn),-0.3,1.3,-1.6,i,-9.3,0.2,-15.2,1.3,-3.2,-1.8
Cc1cc(C(=O)N2CCc3ccccc3C2)n[nH]1,-0.5,1.0,0.5,i,0.3,3.2,0.9,-2.0,-1.5,-3.6
Cc1onc(-c2ccccc2Cl)c1C(=O)OCC(=O)N1CCC(C)CC1,-0.3,0.1,4.2,i,-7.5,-2.2,-1.1,-0.2,3.1,-7.0
Cc1cc(C)n(-c2ccc(NC(=O)C3CCCCN3C(=O)c3sccc3C)cc2)n1 (stereo not drawn),-0.7,-1.2,-2.8,i,-2.4,-1.1,14.5,1.4,-3.3,-2.0
O=S(=O)(NCCc1csc(-c2ccccc2)n1)c1cccnc1,0.0,0.7,-0.8,i,-7.4,3.1,18.2,-0.8,-6.2,-6.2
O=C(N/N=C/c1ccc(OCc2ccccc2)cc1)c1ccc(O)cc1,-0.2,-0.1,7.5,i,-8.2,-1.7,6.2,0.6,2.9,-3.0
CS(=O)(=O)N1CCC(C(=O)Nc2cc(Cl)cc(Cl)c2)CC1,-0.5,-3.3,0.9,i,-6.5,-5.9,-2.0,-1.3,-1.9,2.6
O=C(CSCC(=O)c1ccc([N+](=O)[O-])cc1)c1ccc([N+](=O)[O-])cc1,-0.4,2.9,1.4,i,x,-14.3,19.3,2.6,-31.9,-5.0
Cc1ccccc1NC(=S)NNC(=O)c1ccoc1C,-1.1,-0.1,-4.9,i,-5.6,-4.2,-1.0,-2.9,-3.5,-1.6
CCOc1cccc2sc(Cl)nc12,1.8,-1.4,-0.1,i,-1.7,-5.5,24.0,-4.0,0.8,-7.4
CCCCNC(=O)C1(C)CCCCN1C(=O)c1cccs1 (stereo not drawn),-0.2,-0.7,-3.9,i,x,1.9,2.6,2.2,3.8,1.1
Cc1cccc(C)c1N=Cc1c(C(F)(F)F)[nH][nH]c1=O,-0.3,-6.0,-4.2,i,-3.9,2.6,-1.9,0.3,2.8,2.6
COc1cc(C=NNc2nc3c([nH]2)c(=O)n(C)c(=O)n3C)ccc1O,-0.3,-2.5,0.9,i,-7.7,5.1,4.9,-2.3,2.5,0.4
CCOC(=O)CC(=O)Nc1ncnc2c1C(c1ccccc1)c1c(ccc3ccccc13)O2 (stereo not drawn),-0.1,2.5,-1.4,i,-8.6,-1.4,-6.0,-0.4,-0.9,14.4
Cc1cccc2sc(N(CCN(C)C)C(=O)C3CCN(S(=O)(=O)c4cccs4)CC3)nc12,-0.4,0.7,4.2,i,5.2,-4.2,-1.4,0.5,2.0,3.9
CCOc1ccc(C2N(c3cc(C)on3)C(=O)C3CCCN32)cc1OC (stereo not drawn),0.0,-3.4,-1.6,i,-6.0,-1.3,-2.8,-1.8,-0.6,-6.7
CC1(C)Cc2c(cnn2-c2ccc(F)cc2)C(NC(=O)CCN2CCCC2=O)C1 (stereo not drawn),-0.6,-0.1,-0.9,i,-11.0,1.2,9.8,-0.4,2.7,-3.1
Cc1cc(Cl)cc(Cl)c1OCCN1CCCC1,0.3,-2.7,-0.1,i,4.4,6.5,7.1,0.8,3.1,-12.7
C=CC[n+]1c(-c2ccccc2)csc1NC(C)(C)C,-0.2,-0.5,3.7,i,2.5,0.0,-9.7,2.4,-1.7,-6.4

Part of the list above, with each value named.
mol: COc1ccc(Cc2nnc(NS(=O)(=O)c3ccc(Cl)cc3)s2)cc1OC
  TbMetRS inhib: -1.1; LMPTP inh: 3.0; CSN deneddyl inh: -8.2; Rpn11 block: i; Scp1 inh: 2.7; DNMT1 inh: -3.5; PABP1 MLLE inh: 20.6; STEP inh: 2.3; SUMO1 PPI mod: 5.5; NadD block: 5.2
mol: Nc1ncc(Br)cc1S(=O)(=O)NCCC(=O)NCCc1ccc(Cl)cc1
  TbMetRS inhib: -0.5; LMPTP inh: 0.5; CSN deneddyl inh: -0.7; Rpn11 block: i; Scp1 inh: -8.0; DNMT1 inh: -3.1; PABP1 MLLE inh: -3.5; STEP inh: -2.5; SUMO1 PPI mod: 1.4; NadD block: -2.6

Compound activity as filed in PubChem BioAssay.
